# EPAC2 ag: activates human EPAC2 exchange factor; Potency, µM (series often up to 154 µM), for inactives: at the highest dose activation, actives largely listed as activators; 0.079% of 360,000 active; EPAC2 activation, biochemical qHTS; response scale: 100% = 6.5 mM cAMP response; AID 720711; further: potency means the concentration at half of the fitted maximal effect; nearly all actives have a fitted effect of over 50% in size
# Target sequence (Q8WZA2 whole entry, looked up): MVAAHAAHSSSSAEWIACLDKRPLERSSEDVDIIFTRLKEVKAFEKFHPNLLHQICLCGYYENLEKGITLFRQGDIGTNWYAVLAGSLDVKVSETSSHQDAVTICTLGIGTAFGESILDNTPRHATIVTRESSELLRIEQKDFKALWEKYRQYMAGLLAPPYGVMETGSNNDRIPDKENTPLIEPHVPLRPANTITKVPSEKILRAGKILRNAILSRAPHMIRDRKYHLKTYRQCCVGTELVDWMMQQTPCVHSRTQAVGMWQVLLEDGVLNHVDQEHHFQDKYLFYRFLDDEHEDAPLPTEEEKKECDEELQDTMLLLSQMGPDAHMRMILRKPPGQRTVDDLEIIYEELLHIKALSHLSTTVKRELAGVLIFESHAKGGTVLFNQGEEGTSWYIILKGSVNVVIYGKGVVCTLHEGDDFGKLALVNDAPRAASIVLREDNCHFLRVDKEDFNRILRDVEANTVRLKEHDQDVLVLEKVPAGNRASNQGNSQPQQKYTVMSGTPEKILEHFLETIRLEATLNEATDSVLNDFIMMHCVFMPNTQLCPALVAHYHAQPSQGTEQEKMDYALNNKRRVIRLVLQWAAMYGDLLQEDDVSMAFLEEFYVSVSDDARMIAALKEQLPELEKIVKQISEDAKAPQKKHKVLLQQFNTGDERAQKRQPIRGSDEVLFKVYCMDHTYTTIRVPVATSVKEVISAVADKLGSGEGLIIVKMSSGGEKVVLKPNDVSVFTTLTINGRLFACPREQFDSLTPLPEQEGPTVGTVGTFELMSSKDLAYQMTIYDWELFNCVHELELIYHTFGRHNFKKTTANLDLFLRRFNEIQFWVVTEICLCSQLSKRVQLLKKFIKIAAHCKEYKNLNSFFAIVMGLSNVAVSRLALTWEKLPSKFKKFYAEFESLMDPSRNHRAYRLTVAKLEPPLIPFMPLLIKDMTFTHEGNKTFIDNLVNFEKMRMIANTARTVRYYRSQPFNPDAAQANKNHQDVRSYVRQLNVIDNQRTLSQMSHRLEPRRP
#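 In this primary screen, activation is scored as increased exchange of BODIPY-GDP from Rap1B by 100 nM EPAC2, with 50 uM GDP as competitor. Signal is normalized to the 6.5 mM cAMP agonist control.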
# MmCpn inh: inhibitors of Methanococcus maripaludis chaperonin (MmCpn) | Potency, µM (titrated, usually from 76.9 µM), for the others: at the top dose activity, negative = inhibition, hits mostly inhibitors | AID 504842 | purified Mm-Cpn ATPase, ADP Transcreener TR-FRET | 0.031% of 330,000 active; further: potency means the concentration at half of the fitted maximal effect; on the % scale 0 is the no-effect control and ±100 the full control effect; nearly all actives have a fitted effect of over 80% in size
#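 25 nM Mm-CPN + cpd, 10 min 37°C; + 10 uM ATP, 30 min 37°C; buffer 30 mM Tris pH 7.4, 100 mM KCl, 5 mM MgCl2, 1 mM DTT; Transcreener ADP HTRF detection 30 min RT.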
# Nrf2 block: inhibitors of Nrf2 signaling; A549 ARE-Fluc reporter, luciferase luminescence, 18-24 h; Potency, µM (doses to about 46 µM), for the others: at the top dose activity change, negative = inhibition, usual class: inhibitors; 2.1% of 360,000 active; AID 504444; further: potency means the concentration at half of the fitted maximal effect; on the % scale 0 is the no-effect control and ±100 the full control effect; nearly all actives have a fitted effect of over 60% in size
#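 Concentration-response testing used A549 ARE_Fluc cells at 5000 cells/well. Following an 18-24 h compound incubation, viability was read by fluorescence (Ex 405/Em 525) and luciferase output by luminescence.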
# pAkt inh: blocks phosphorylation of Akt | Neuro2A IGF-stimulated pAkt S473 HTRF, 20 min; active compounds read low | 0.32% of 360,000 active | activity change, % for hits at 50 µM | AID 651550; in the data active means activity change below about -80%; inconclusive means mostly about -51% to -80%; further: on the % scale 0 is the no-effect control and ±100 the full control effect
#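 Neuro2A cells (4,500/well, DMEM with 0.5% FBS) were treated with compound at a single 50 µM final concentration, stimulated with 6 nM IGF for 20 min at 37 °C, and lysed. Phospho-Akt Ser473 was read by HTRF as 665/615 ratio ×10^4.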
# A549 viability: counter-screen for Nrf2 inhibitors: cytotoxicity in A549 cells. A549 ARE-Fluc cells, CellTiter-Fluor viability, 18-24 h. Potency, µM (top dose mostly 46 µM), for the others: at the top dose activity change, negative = cytotoxicity, usual class: inhibitors. 0.16% of 390,000 active. AID 504648; further: potency means the concentration at half of the fitted maximal effect; on the % scale 0 is the no-effect control and ±100 the full control effect
#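 Cytotoxicity counterscreen: CellTiter-Fluor fluorescence was measured in A549 ARE_Fluc cells after 18-24 h of compound exposure in a concentration series. The subsequent BugLite luminescent read reports ARE-luciferase activity.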
# CCT modulator: modulators of cytosolic chaperonin (CCT/TRiC) activity. purified chaperonin ATPase assay, HTRF ADP detection, 30 min. activity change, % (no concentration beside the values), hits read low. 0.3% of 360,000 active; in the data active means activity change below about -30%; further: on the % scale 0 is the no-effect control and ±100 the full control effect
#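 First, chaperonin was dispensed at 40 nM or 20 nM final depending on batch activity. Next, compounds were pinned at 76 uM and ATP added at 10 uM. After 30 min at 37 °C, ADP detection reagents ran 30 min at ambient temperature.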
# Nrf2 ARE act: Nrf2 pathway activation; AREc32 ARE-luciferase reporter (MCF7-derived line), luminescence, 24 h; Potency, µM (highest dose often 46.1 µM), without a hit: at the top dose activation, actives largely listed as activators; 0.31% of 410,000 active; further: potency means the concentration at half of the fitted maximal effect; % of control where 0% means no effect; nearly all actives have a fitted effect of over 65% in size
#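 For detection, Steady-Glo was added and plates sat 30 min at RT; before that, AREc32_Fluc cells grown overnight in OPTI-MEM/5% FBS had been treated with 23 nL compound for 24 hr at 37 deg C.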
# EPAC2 antag: antagonists of human EPAC2; Q8WZA2; EPAC2 GEF exchange of Rap1B-BODIPY-GDP, fluorescence; Potency, µM (doses to about 114 µM), inactives show at the highest dose activity, negative = inhibition, most hits filed as inhibitors; 0.18% of 360,000 active; AID 720708; further: potency means the concentration at half of the fitted maximal effect; on the % scale 0 is the no-effect control and ±100 the full control effect; nearly all actives have a fitted effect of over 45% in size; many of its hits are not listed in these tables
# TGFb inhibitor: TGF-b pathway inhibition; 1.2% of 410,000 active; Potency, µM (top dose mostly 46.1 µM), for the others: at the top dose activity, negative = inhibition, actives largely listed as inhibitors; HepG2 CAGA-GFP TGF-b/SMAD3 reporter, GFP fluorescence, 18 h; TGF-beta stimulated, 500 pg/mL final; further: potency means the concentration at half of the fitted maximal effect; on the % scale 0 is the no-effect control and ±100 the full control effect; nearly all actives have a fitted effect of over 65% in size
#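 GFP signal (ex488/em500-530) from TGF-beta-stimulated HEPG2 CAGA-GFP cells, 500 pg/mL final, 18 h at 37 degrees C in DMEM plus 1% FBS, normalized to unstimulated and DMSO-stimulated controls.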
# An asterisk follows results filed as active; i = inactive; ? = inconclusive; · = no result given; [ ] = dose if it differs, or a comment. Unless noted, the call rests on the fitted dose curve; in most records, active means well fitted curve in the direction sought with a large enough effect; inconclusive means small, poorly fitted or top-dose-only effect, or another doubt; inactive means no such curve, though single readings can be large; an effect the other way counts as inactive or inconclusive. The list is partial (hit frequency here may not be typical).
# Sample of the layout, 3 compounds:
SMILES,EPAC2 ag,MmCpn inh,Nrf2 block,pAkt inh,A549 viability,CCT modulator,Nrf2 ARE act,EPAC2 antag,TGFb inhibitor
Cc1ccc(NC(=S)N/N=C2\CC3CC=CC23)c(C)c1 (stereo not drawn),16%,?,17%,i,13%,-1.9,0.2%,-15%,-18%
Cc1ccc(C2=NOC3(CC(=O)N(c4ccc(C)cc4)C3=O)C2)cc1 (stereo not drawn),4%,-1%,11%,i,-5%,-1.4,0.0%,13%,?
NC(=O)c1cccc(-c2ccnc3c2CC(C(=O)NCc2ccco2)O3)c1 (stereo not drawn),-2%,·,·,i,·,-1.0,13%,3%,9%

# The listing, previewed entries included:
SMILES,EPAC2 ag,MmCpn inh,Nrf2 block,pAkt inh,A549 viability,CCT modulator,Nrf2 ARE act,EPAC2 antag,TGFb inhibitor
Cc1ccc(NC(=S)N/N=C2\CC3CC=CC23)c(C)c1 (stereo not drawn),16%,?,17%,i,13%,-1.9,0.2%,-15%,-18%
Cc1ccc(C2=NOC3(CC(=O)N(c4ccc(C)cc4)C3=O)C2)cc1 (stereo not drawn),4%,-1%,11%,i,-5%,-1.4,0.0%,13%,?
NC(=O)c1cccc(-c2ccnc3c2CC(C(=O)NCc2ccco2)O3)c1 (stereo not drawn),-2%,·,·,i,·,-1.0,13%,3%,9%
CC(Sc1nncs1)C(=O)NC1CCCCC1C (stereo not drawn),8%,-1%,2%,i,-1%,-18,-0.4%,4%,8%
O=C(NCCc1ccccc1)C1CCN(Cc2cccc3ccccc23)CC1,8%,1%,6%,i,-6%,-2.8,-0.1%,4%,-4%
Cc1ccc(SCC(=O)Nc2cc([N+](=O)[O-])ccc2O)cc1,-3%,3%,17%,i,5%,-0.3,1.0%,-10%,18µM*
Cc1cc(C)n(-c2nc3sc4c(c3c3nnc(SCC(N)=O)n23)CC(C)(C)OC4)n1,4%,-4%,·,i,0%,1.1,0.1%,-14%,7%
COc1ccc(NC(=O)Nc2nnc(N3CCCC3)s2)cc1,·,·,-13%,·,2%,·,0.5%,·,?
CCN(CC(=O)NCc1cccs1)C(=O)c1ccc([N+](=O)[O-])o1,5%,0%,-2%,i,-15%,-3.0,22%,4%,-13%
COc1ccc(CCNC(=O)CSc2ccccn2)cc1OC,6%,3%,-2%,i,-3%,-2.9,-0.2%,-8%,10%
CN1CCc2c(C#N)c(N3CCCCC3)nc(N3CCOCC3)c2C1,-15%,·,-6%,i,-2%,-2.0,0.4%,0%[57.1 µM],12%
CCOC(CNC(=O)CN1C(=O)COc2ccc(S(=O)(=O)N3CCOCC3)cc21)OCC,-9%,1%,19%,i,5%,0.5,-1.1%,-2%,10%
COc1ccc(OCc2cc(C(=O)N3CCCC(OC)C3)no2)c2ccccc12 (stereo not drawn),14%,?,?,i,0%,0.9,3.5%,-12%,-2%
COc1cc(OC)cc(C(=O)OC(C)C(=O)NC2CCCc3ccccc32)c1 (stereo not drawn),0%,0%,-6%,i,0%,-5.0,-0.1%,-6%,-7%
CC(C)Oc1ccc(CCNC(=O)C2CCC(=O)N(Cc3cccc(F)c3)C2)cc1 (stereo not drawn),5%,-1%,20%,i,-3%,1.5,-0.4%,8%,-27%
CC(C)CC1(C)NC(=O)N(CC(=O)Nc2ccc(F)c(F)c2F)C1=O (stereo not drawn),4%,3%,12%,i,2%,3.4,-0.5%,0%,19%
COc1cc(Cn2c(N)c(C#N)c3nc4ccccc4nc32)cc(OC)c1,-21%,-9%,-13%,i,7%,-2.4,0.0%,-1%,4%
CCOc1cc(/C=C2\CCn3c2nc2cc(Cl)ccc2c3=O)ccc1O,-6%,-2%,-10%,i,-3%,-0.9,16%,8%,1%
Cc1ccc(S(=O)(=O)N2CCC(C(=O)C3C(=O)CCCC3=O)CC2)cc1,13%,-1%,0%,i,-9%,-0.7,-0.1%,8%,-16%
COc1ccc(NC(C)=O)cc1NC(=O)c1ccc(Cl)cc1,-4%,-1%,3%,i,1%,0.6,-0.4%,-6%,-8%
COc1cc(C2Nc3ccccc3C(=O)N2c2ccccc2OC)ccc1O (stereo not drawn),2%,-3%,-4%,i,-3%,-2.9,0.2%,2%,-4%
Nc1ccccc1Sc1ccc(C(F)(F)F)cc1[N+](=O)[O-],8%,-5%,0%,i,3%,-1.4,-0.2%,?,1%
O=C(COC(=O)C12CC3CC(CC(Cl)(C3)C1)C2)Nc1ccc2[nH]c(=O)[nH]c2c1,4%,1%,8%,i,-4%,1.9,-0.3%,7%,-11%
CCCc1nnc(SCC(=O)N2C(C)CCCC2C)n1CC (stereo not drawn),0%,0%,5%,i,2%,-0.5,-0.1%,11%,11%
O=C(CCCOc1ccccc1)NN1C(=O)NC2(CCCCC2)C1=O,0%,-1%,-15%,i,3%,4.3,-0.1%,4%,12%

# Continued (2 carried over from the part before).
SMILES,EPAC2 ag,MmCpn inh,Nrf2 block,pAkt inh,A549 viability,CCT modulator,Nrf2 ARE act,EPAC2 antag,TGFb inhibitor
CCCc1nnc(SCC(=O)N2C(C)CCCC2C)n1CC (stereo not drawn),0%,0%,5%,i,2%,-0.5,-0.1%,11%,11%
O=C(CCCOc1ccccc1)NN1C(=O)NC2(CCCCC2)C1=O,0%,-1%,-15%,i,3%,4.3,-0.1%,4%,12%
COc1cc2ccc(C(C)=NOC(C)=O)cc2cc1OC,4%,·,·,i,·,-1.0,5.3%,0%,1%
N#CCSc1nc2ccc(N3CCOCC3)cc2c(=O)n1CCc1ccccc1,5%,-1%,?,i,-3%,-3.7,0.1%,-3%,9%
O=C(Nc1ccccc1C(=O)O)c1cc(S(=O)(=O)N2CCOCC2)c(Br)s1,-2%,2%,-11%,i,-1%,-1.3,8.1%,11%,10%
CC1(C)Cc2cccc(OCC(O)CNCc3ccccn3)c2O1 (stereo not drawn),8%,-1%,-7%,i,-5%,-9.9,-0.7%,3%,2%
CCC(CC)c1nn2c(N)c(/C=C3\C(C)=Nc4ccccc43)c(=O)nc2s1,11%,4%,-21%,i,-16%,2.0,-0.4%,-14%,-2%
CC(C)(C)C(=O)NC1(C(F)(F)F)C(=O)Nc2c1c(=O)[nH]c(=O)n2Cc1ccco1 (stereo not drawn),-2%,2%,-2%,i,-4%,-0.3,0.2%,-8%,5%
COCCN(C(=O)COC(=O)c1ccc(C)s1)c1c(N)n(Cc2ccccc2)c(=O)[nH]c1=O,-3%,0%,3%,i,1%,0.3,-0.6%,-3%,16%
COCc1cc(C)n(CC(=O)Nc2cccc(C(C)=O)c2)c(=O)c1C#N,·,·,22%,·,-2%,·,-1.1%,·,9%
COc1ccc(/C(C)=N/N2C(C)CCCC2C)c(OC)c1 (stereo not drawn),-9%,2%,-18%,i,-5%,2.2,-0.1%,-17%,-8%
CCOC(=O)c1ccc(-c2ccc(/C=N/NC(=O)CN(c3ccccc3Cl)S(C)(=O)=O)o2)cc1,6%,3%,?,i,1%,-1.3,-0.3%,1%,5%
Cc1sc2nc(SCc3ccccc3)n(Cc3ccco3)c(=O)c2c1C,8%,-1%,-5%,i,-6%[1.84 µM],-1.0,-0.4%,-2%,4%
Fc1cccc(Cc2noc(CN3CCCCC3c3ccccn3)n2)c1 (stereo not drawn),4%,-2%,-2%,i,-12%,1.8,-0.8%,-5%,-4%
Cc1cc(C)cc(N2CCn3c2nc2c3c(=O)n(C/C=C/c3ccccc3)c(=O)n2C)c1,·,·,?,·,5%,·,1.0%,·,2%
CCCOC(=O)c1ccc(-c2c(C)noc2-c2ccc(OC)cc2O)o1,16%,0%,-3%,i,-17%,-1.7,3.1%,-14%,16µM*
Cc1ccc(NC(=O)CN2C(=O)C(C)Oc3ccccc32)nc1 (stereo not drawn),-2%,1%,·,·,-3%,-0.3,-0.5%,8%,-21%
COc1ccc(CNC(=O)c2ccc(-c3ccc(F)c(F)c3)c3ccoc23)cc1OC,7%,·,·,i,·,-0.3,0.5%,-8%,?
Cc1cc(C)c2c(CN3CCN(c4ccccc4)CC3)cc(=O)oc2c1,11%,·,·,i,·,1.2,3.0%,-22%,-23%
CCC(=O)NC(=S)Nc1ccc(NC(=O)c2ccc([N+](=O)[O-])cc2)cc1,4%,-2%,-1%,i,-1%,0.7,-1.1%,9%,-3%
CC(C)(C)NCC(=Cc1ccccc1)C(=O)c1ccccc1,23%,·,?,i,?,-1.9,?,-13%,8.9µM*
CCn1c(=S)sc2c(=O)n(CC(=O)Nc3cccc(OC)c3)c(C)nc21,-1%,-1%,4%,i,1%,0.7,-0.3%,0%,-14%
COc1ccc(CN(C(=O)CNC(=O)c2ccco2)C(C(=O)NCC2CCCO2)c2ccc(OC)c(OC)c2)cc1 (stereo not drawn),5%,0%,-1%,i,1%,-4.4,0.3%,0%,5%
COc1cccc(C(=O)N2N=C(c3ccccc3)CC2(O)C(F)(F)F)c1 (stereo not drawn),0%,0%,12%,i,-9%,-1.4,4.4%,16%,?
COc1ccc(CCNC(=O)c2ccc(-c3ccc([N+](=O)[O-])cc3)o2)cc1OC,16%,1%,26µM*,i,-2%,-3.8,0.6%,-4%,?
COc1ccc(NC(=O)c2c(NC(=O)c3ccc(Br)cc3)sc3c2CCCC3)cc1,·,·,?,·,-6%,·,-6.2%,·,?
COc1cc(C(O)C(=O)O)ccc1O (stereo not drawn),-5%,2%,7%,i,-2%,-1.2,-0.5%,1%,3%
O=C(CN1CCN(Cc2ccc3c(c2)OCO3)CC1)c1c[nH]c2ccccc12,-4%,-1%,3%,i,0%,-0.4,-0.2%,1%,-18%
CC(C)(C)c1ccc(C(=O)N2CCC(C(=O)c3ccccc3)CC2)cc1,11%,1%,?,i,2%,-20,0.0%,-14%,?
COc1ccc(NC(=O)CSc2nccn2Cc2ccc(F)cc2)cc1,-1%,2%,-9%,i,1%,-2.9,2.6%,-2%,-3%
COc1ccc(-c2nnc(SCC(=O)NCc3cccs3)n2CC(C)C)cc1,-3%,-1%,·,i,3%,-1.5,0.4%,2%,0%
